3T3 cytotox: Cytotoxic Profiling in NIH 3T3 Cell Line of Diverse Libraries Using Quantitative High-Throughput Screening; NIH 3T3 viability, CellTiter-Glo ATP luminescence, 48-72 h; Potency, µM (highest dose often 96.7 µM), for the others: at the highest dose activity change, negative = cytotoxicity, actives largely listed as inhibitors; 4.3% of 94,000 active; AID 1345082, 2018; note: potency is the fitted concentration of half-maximal effect; nearly all actives have a fitted effect of over 55% in size
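Cells were seeded at 400 per well, treated with pin-transferred compound, and kept 48 or 72 hr at 37 °C before CellTiter-Glo addition and luminescence imaging of cellular ATP.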
IP6K1 inh: Primary qHTS assay for small molecule inhibitors of Inositol hexaphosphate kinase 1 (IP6K1). IP6K1 kinase, ADP-Glo luminescence, 2 h; stronger effect = lower value. activity change, % (series mostly up to about 58 µM). 0.81% of 140,000 active. AID 1645851, 2021; in the data active = activity change below about -25%
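ADP-Glo luminescence measures ADP made by human IP6K1 during a 2 h RT reaction with ATP/IP6 (mix at 1.3 mM/130 uM); top library doses 57.5 and 19.1 uM final.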
HEK293 viab: GF-AFC viability counterscreen for inhibitors of alpha-synuclein gene (SNCA) expression | 0.12% of 150,000 active | Potency, µM (doses to about 57.1 µM), for inactives: at the highest dose activity change, negative = cytotoxicity, most hits filed as cytotoxic | AID 1671193, 2021 | HEK-293-SNCA-luc viability, GF-AFC fluorescence, 24 h;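 note: potency is the fitted concentration of half-maximal effect; 0% = DMSO-treated cells and -100% = medium-only wells without cells; nearly all actives have a fitted effect of over 30% in size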
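Cytotoxicity counterscreen: after 24 h compound treatment of genome-edited SNCA-luciferase HEK-293 cells, live-cell protease substrate GF-AFC read by fluorescence after 30 min; activity scaled between DMSO (0%) and medium-only (-100%), curves Hill-fitted.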
FLuc inh: Firefly luciferase inhibition profiling of diverse chemical library using quantitative high-throughput screening | Luciferin 4-monooxygenase (Photinus pyralis), P08659 | purified P. pyralis luciferase, luminescence, biochemical | Potency, µM (highest dose often 115 µM), without a hit: top-dose activity change, negative = inhibition, most hits filed as inhibitors | 2.5% of 76,000 active; note: potency is the fitted concentration of half-maximal effect; nearly all actives have a fitted effect of over 65% in size
Target sequence (P08659 whole entry, looked up): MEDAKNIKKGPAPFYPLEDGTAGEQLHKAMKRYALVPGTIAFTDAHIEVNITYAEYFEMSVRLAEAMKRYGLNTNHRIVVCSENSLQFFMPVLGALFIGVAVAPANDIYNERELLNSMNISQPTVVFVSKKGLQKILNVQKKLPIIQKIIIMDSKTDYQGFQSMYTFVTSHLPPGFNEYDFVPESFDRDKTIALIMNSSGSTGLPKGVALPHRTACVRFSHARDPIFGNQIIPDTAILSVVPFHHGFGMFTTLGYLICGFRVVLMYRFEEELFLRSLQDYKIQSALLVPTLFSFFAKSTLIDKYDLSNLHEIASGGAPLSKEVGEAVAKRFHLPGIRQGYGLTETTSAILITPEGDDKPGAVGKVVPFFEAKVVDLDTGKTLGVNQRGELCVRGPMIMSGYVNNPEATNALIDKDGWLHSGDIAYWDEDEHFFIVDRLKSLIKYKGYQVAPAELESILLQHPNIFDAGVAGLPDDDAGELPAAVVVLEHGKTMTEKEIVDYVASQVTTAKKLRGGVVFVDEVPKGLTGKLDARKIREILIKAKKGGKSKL
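Purified P. pyralis luciferase (10nM final) in 50mM Tris acetate pH 7.5, 10mM Mg acetate, 0.01% Tween-20, 0.05% BSA with 10uM D-luciferin and 10uM ATP. Compounds titrated qHTS. Luminescence imaged on CCD.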
GPT2 inh: Primary qHTS assay for inhibitors of Glutamate pyruvate transaminase 2 (GPT2). Alanine aminotransferase 2 (Homo sapiens), Q8TD30. 0.25% of 100,000 active. AID 1671188, 2021. Recombinant GPT2, coupled pyruvate oxidase/HRP Amplex Red fluorescence. Potency, µM (titrated, usually from 57.7 µM), inactives show at the top dose activity change, negative = inhibition, hits mostly inhibitors; note: potency is the fitted concentration of half-maximal effect; nearly all actives have a fitted effect of over 60% in size; many of its hits are not listed in these tables
Target sequence (Q8TD30 whole entry, looked up): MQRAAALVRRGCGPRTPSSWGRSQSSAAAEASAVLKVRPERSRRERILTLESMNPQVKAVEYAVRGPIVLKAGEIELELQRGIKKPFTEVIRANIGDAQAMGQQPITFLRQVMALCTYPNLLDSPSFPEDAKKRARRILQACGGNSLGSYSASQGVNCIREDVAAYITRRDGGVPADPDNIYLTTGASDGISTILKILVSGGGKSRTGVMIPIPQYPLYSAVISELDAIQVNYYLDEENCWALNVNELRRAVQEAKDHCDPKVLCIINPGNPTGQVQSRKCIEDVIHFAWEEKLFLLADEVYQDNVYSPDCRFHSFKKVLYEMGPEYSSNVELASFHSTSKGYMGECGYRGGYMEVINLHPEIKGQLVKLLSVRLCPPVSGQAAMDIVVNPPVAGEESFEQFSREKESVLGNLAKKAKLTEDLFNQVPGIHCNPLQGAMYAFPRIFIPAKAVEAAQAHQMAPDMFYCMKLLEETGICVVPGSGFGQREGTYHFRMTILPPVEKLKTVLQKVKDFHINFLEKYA
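Recombinant GPT2 (10ng/uL) with 250uM a-KG and 2mM L-alanine, 30 min at room temperature, in HEPES pH 7.5 buffer. Pyruvate detected by pyruvate oxidase/HRP/Amplex Red fluorescence after 30 min in the dark; AOA (50uM) as positive control.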
HEK cytotox: Cytotoxic Profiling in HEK 293 Cell Line of Diverse Libraries Using Quantitative High-Throughput Screening; HEK 293 viability, ATP luminescence (CellTiter-Glo), 48-72 h; Potency, µM (titrated, usually from 115 µM), without a hit: top-dose activity change, negative = cytotoxicity, most hits filed as inhibitors; 6.6% of 94,000 active; AID 1345083, 2018; note: potency is the fitted concentration of half-maximal effect; nearly all actives have a fitted effect of over 60% in size
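Viability of HEK 293 cells, plated at 250 cells/well, was judged by cellular ATP after compound treatment for 48 or 72 hr. Luminescence was imaged 10 min after CellTiter-Glo addition at room temperature.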
SNCA expr inhib: Primary qHTS assay for inhibitors of alpha-synuclein gene (SNCA) expression | Potency, µM (top dose mostly 57.2 µM), inactives show at the highest dose activity change, negative = inhibition, actives largely listed as inhibitors | HEK-293 SNCA-luciferase knock-in, luminescence, 24 h | 0.17% of 140,000 active | AID 1671194, 2021;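 note: potency is the fitted concentration of half-maximal effect; plate controls were DMSO cells for no effect and cell-free wells for full effect; nearly all actives have a fitted effect of over 45% in size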
Numbers without * were called inactive; i = inactive; ? = inconclusive; / = no result given; [ ] = remark or other dose. Unless noted, calls come from the whole dose curve; as a rule, active = well fitted curve in the direction sought with a large enough effect; inconclusive = small, poorly fitted or top-dose-only effect, or another doubt; inactive = no such curve, though single readings can be large; an effect the other way counts as inactive or inconclusive. Unless noted, % is set by controls: 0 for no effect and ±100 for the full control effect. An excerpt; the hit share may differ from the screen's.

SMILES	3T3 cytotox	IP6K1 inh	HEK293 viab	FLuc inh	GPT2 inh	HEK cytotox	SNCA expr inhib
Cc1cnc(-c2ccncc2)n1CCC1CCN(C(=O)CCc2ccccc2)CC1	-29%	12	-13%	/	i	?	?
Cc1ccc(C(C)C)c(OCC(=O)Nc2ccc(-c3nc4ncccc4o3)cc2C)c1	/	-1	0%	/	/	/	-25%
O=C(Nc1ccc2c(c1)OCO2)C1CN(S(=O)(=O)c2cccnc2)CC12CCCCC2 (stereo not drawn)	-27%	4	-26%	40µM*	2%	-30%	5%
Cn1cccc1C(=O)N[C@H]1C[C@@H](C(=O)O)N(C(=O)CSCC(=O)N2C[C@@H](NC(=O)c3cccs3)C[C@H]2C(=O)O)C1	-24%	-4	3%	3%	0%	2%	3%
Fc1ccc(CNc2nc(-c3ccccc3)cc(C(F)(F)F)n2)cc1	/	10	-8%	/	/	/	-22%
COc1ccc(O[C@H]2COCCN(C(=O)c3ccc(OC)cc3)C2)cc1	-12%[138 µM]	11	-15%[87.6 µM]	3%[172 µM]	-7%[88.5 µM]	-7%[172 µM]	14%[87.6 µM]
CN1C(=O)c2cccn2CC1CNC(=O)c1ccccc1F (stereo not drawn)	-3%	11	-6%	0%	1%	i	10%
O=C(c1ccccc1OCC1CCCN(Cc2ccc(F)cc2Cl)C1)N1CCOCC1 (stereo not drawn)	-10%	-5	-3%	5%	i	?	-15%
O=C(c1cnc2cc(-c3ccccc3)nn2c1)c1cc([N+](=O)[O-])ccc1O	/	18	?	/	/	/	-19%
CCOC(=O)c1c(C)[nH]c(C)c1S(=O)(=O)NCC(=O)NCc1ccccc1Cl	/	0	12%	/	/	/	16%
COc1ccc(C(=O)Nc2ccc([C@H]3OCC(=O)N(C(C)C)[C@@H]3CO)cc2)cc1	?	7	14%[87.6 µM]	25µM*	1%[88.5 µM]	?	8%[87.6 µM]
CN1[C@@H](CCC(=O)NCc2ccco2)CNC(=O)[C@@H]2[C@H]1CCN2Cc1ccc(O)cc1	i	2	-3%[87.6 µM]	-1%[172 µM]	-10%[88.5 µM]	-5%[172 µM]	8%[87.6 µM]

Among those listed so far, these have fluorine.
SMILES	3T3 cytotox	IP6K1 inh	HEK293 viab	FLuc inh	GPT2 inh	HEK cytotox	SNCA expr inhib
Fc1ccc(CNc2nc(-c3ccccc3)cc(C(F)(F)F)n2)cc1	/	10	-8%	/	/	/	-22%
CN1C(=O)c2cccn2CC1CNC(=O)c1ccccc1F (stereo not drawn)	-3%	11	-6%	0%	1%	i	10%
O=C(c1ccccc1OCC1CCCN(Cc2ccc(F)cc2Cl)C1)N1CCOCC1 (stereo not drawn)	-10%	-5	-3%	5%	i	?	-15%

The main list resumes with the 2 entries that preceded the break.
SMILES	3T3 cytotox	IP6K1 inh	HEK293 viab	FLuc inh	GPT2 inh	HEK cytotox	SNCA expr inhib
COc1ccc(C(=O)Nc2ccc([C@H]3OCC(=O)N(C(C)C)[C@@H]3CO)cc2)cc1	?	7	14%[87.6 µM]	25µM*	1%[88.5 µM]	?	8%[87.6 µM]
CN1[C@@H](CCC(=O)NCc2ccco2)CNC(=O)[C@@H]2[C@H]1CCN2Cc1ccc(O)cc1	i	2	-3%[87.6 µM]	-1%[172 µM]	-10%[88.5 µM]	-5%[172 µM]	8%[87.6 µM]
NC[C@H]1O[C@@H](CO)[C@@H](O)[C@H]1N1CCN(c2ncccn2)CC1	-27%[138 µM]	11	6%[87.6 µM]	-8%[172 µM]	-12%[88.5 µM]	-19%[172 µM]	-7%[87.6 µM]
Cc1nn2c(=O)cc(COC(=O)C(c3ccccc3)c3ccccc3)nc2s1	/	-16	1%	/	/	/	-1%
O=C(NCc1ccc2c(c1)CCN2C(=O)c1ccccc1)Nc1cc(F)ccc1F	/	6	6%	/	/	/	-24%
O=C(NCc1csc(-c2cnccn2)n1)C1NCCc2[nH]cnc21 (stereo not drawn)	-2%	18	0%	-4%	3%	2%	10%
Cc1cc2nc(CO[C@H]3CN(Cc4ccc5c(c4)OCO5)C[C@H]3F)[nH]c2cc1C	?	-8	-1%[87.6 µM]	?	-8%[88.5 µM]	?	-18%[87.6 µM]
Fc1ccc(CN2CCn3c(nnc3-c3ccc(Cl)cc3)C2)cc1	?	-1	2%	/	3%	?	-1%
CC(=O)N1CCC(NC[C@@H]2C=C(C)[C@H](Cc3nc4ccccc4n3C)C[C@H]2C(C)C)CC1	-14%	-10	-13%	6%	i	-24%	5%
Cc1ccc(F)cc1NC(=O)Cn1c(C)cc(C)c(C#N)c1=O	/	0	17%	/	/	/	20%
CN1CCCC1c1nc(C2CN(C(=O)CCCc3c[nH]c4ccccc34)C2)no1 (stereo not drawn)	-23%	11	0%[12.5 µM]	-7%	i	?	10%
CCOCCOC1CCN(C(=O)c2ccc(OC)cc2)CC1	i	-11	7%[12.5 µM]	-12%	i	-1%	32%[activator]
COc1ccc(-c2nnc(C[C@@H]3C[C@@H](C(C)C)[C@H](CNC(=O)c4ccc(F)cc4)C=C3C)o2)cc1	?	21	?	5%	-31%	?	?
CC(=O)NCC(=O)N1Cc2ccccc2CC2(CCCN(CC3CCOCC3)C2)C1 (stereo not drawn)	i	5	-6%	/	1%	-6%	5%
CCOC(=O)[C@@H]1CN(C(=O)OCc2ccccc2)[C@H]2c3ccc(OC)cc3O[C@@H]12	?	0	/	/	/	?	/
COc1cccc(CNC(=O)[C@H]2CCC[C@H]2NC(=O)c2cnc(C)cn2)c1	-8%	17	4%	-6%	3%	2%	-8%
COCCOCC(=O)N1CCC2(CC1)NCCc1c2[nH]c2ccc(OC)cc12	i	4	3%[12.5 µM]	-2%	-3%	i	?
CC1=C(C(=O)Nc2ccc(C)cc2C)C(c2ccccc2)n2nc(SCC(=O)c3ccc(C)cc3)nc2N1 (stereo not drawn)	/	52	-4%	/	/	/	4%
CC(C)(C)CCN1C[C@@H]2C(CNC(=O)c3cc(Cl)cc(Cl)c3)[C@@H]2C1 (stereo partly drawn)	/	3	-13%	/	i	/	/
CN(C)Cc1nnc(C2CCN(C(=O)CCCn3cncn3)CC2)n1C	-2%	16	4%	6%	3%	-22%	8%
COc1cccc(C2=CC(c3ccccc3F)n3c(nc4ccccc43)N2)c1 (stereo not drawn)	/	-12	6%	/	/	/	-48%
CCOc1ccc(CCNC(=O)NCc2noc3ccc(C)cc23)cc1	/	2	5%	/	/	/	-19%
COCCN1CCCCCC(O)c2cc(C(=O)N3CCOCC3)ccc21 (stereo not drawn)	-15%	5	7%	-12%	i	4%	-13%
O[C@@H]1C[C@@H](c2nc(-c3ccc(C(F)(F)F)cc3)no2)N(Cc2cccc(OC(F)(F)F)c2)C1	?	2	5%	35µM*	-7%	79µM*	43%[activator]
CCC(NC(=O)Cn1nc(C)n(CCc2ccccc2)c1=O)c1ncnn1C (stereo not drawn)	-15%	9	2%	0%	-13%	-15%	-18%
CCOC(=O)c1ccc(NC(=O)c2csc3c2CCCCC3)cc1	/	4	-1%	/	/	/	48%[activator]
Cc1ccc(NC(=O)C(=O)NCC(c2cccnc2)N2CCN(C)CC2)cc1 (stereo not drawn)	/	39	-11%	/	/	/	?
Cc1noc(C)c1[S+](=O)([O-])NC1CCCN(Cc2ccc(-c3cncnc3)cc2)C1 (stereo not drawn)	-21%	-5	-2%[12.5 µM]	/	i	?	14%
CNC(=O)[C@@H]1C[C@H](Oc2ccccc2)CN1S(=O)(=O)N(C)C	-10%	18	3%	6%	i	i	7%
COc1cc(-c2nnn(CC(=O)Nc3ccc(OC(F)(F)F)cc3)n2)cc(OC)c1OC	/	30	-18%	/	/	/	?
COc1cc(NC(=O)NC[C@H]2O[C@@H](CO)[C@@H](O)[C@H]2N2CCN(c3ccccc3)CC2)cc(OC)c1	-11%	11	-2%	-10%	-4%	-1%	2%
Cc1ccc(CNc2ccc3nnc(C(C)C)n3n2)o1	?	-2	12%	-10%	-4%	?	28%
CCOC(=O)c1oc2ccc(S(=O)(=O)N3CC4CN(C)CC(C3)O4)cc2c1C	?	17	7%	/	i	-24%	35%[activator]
O=C(c1cccnc1)N1CCCC(c2noc(COc3ccccc3)n2)C1 (stereo not drawn)	-4%	27	-7%[12.5 µM]	-6%	i	-13%	0%
CC(=O)NC1(C)CCN(Cc2ccc(-c3ccccc3Oc3ccccc3)cc2)C1 (stereo not drawn)	40µM*	3	-16%[87.6 µM]	-15%[172 µM]	2%[88.5 µM]	56µM*	-18%[87.6 µM]
CCC1(O)CCC12CCN(C(=O)c1ccncc1)CC2 (stereo not drawn)	-4%	-6	3%	-2%	i	-1%	14%
Cc1ccc(CNC(=O)c2ccc3nc(N4CCCCC4)sc3c2)cc1	/	-20	-2%	/	/	/	189%[activator]
O=C(Cn1cc(SCc2ccc(F)cc2)c2ccccc21)N1CCCC1	/	16	-4%	/	/	/	65%[activator]
OC(COc1ccccc1CNCCc1ccccc1)CN1CCSCC1 (stereo not drawn)	?	13	-13%	-3%	i	?	18%
Cc1ccc2c(=O)c(C(=O)c3ccc(Cl)cc3)cn(CC(=O)Nc3ccc4c(c3)OCCO4)c2n1	/	10	-6%	/	/	/	2%
Cc1ccc(C2=NC(c3ccccc3)=Nc3ccc(Cl)cc3N2)cc1	/	-7	11%	/	/	/	139%[activator]
COc1ccccc1C(=O)N1CCCCCC1CN1CCc2ccccc2C1 (stereo not drawn)	?	-21	?	-5%	i	?	?
O=C(N[C@H]1CCOC[C@H]1C1CCOCC1)c1cncs1	-23%	10	12%	-12%	?	-9%	15%
N#Cc1ccc(CN2CCn3c(nn(-c4cccc(Cl)c4)c3=O)C2)cc1	?	9	-6%	/	i	?	7%
OCCCNc1cc(-c2ccnc(Nc3cccc(Cl)c3)n2)ccn1	/	-26*	?	/	?	/	?
Nc1nc(C2CC(O)C2)cc(N2CCc3sccc3C2)n1 (stereo not drawn)	?	14	-15%	-21%	?	?	3%
Cc1ccc(-n2ncc3c(N4CCCCCC4)ncnc32)cc1Cl	/	10	2%	/	/	/	9%
O=C(c1ccoc1)N1C[C@H]2OC(=O)N(CCCN3CCOCC3)[C@H]2C1	-20%	16	1%	1%	i	-5%	-11%
Cc1ccn2cc(C(=O)N3CCC(n4nccc4NC(=O)CC(C)C)CC3)nc2c1	-4%	-7	2%	0%	2%	-14%	-5%
CC[C@H]1CN(C(=O)c2ccc(F)cc2)CC[C@H]1CC(=O)NCc1ccccc1	0%[174 µM]	11	-5%[87.6 µM]	7%[172 µM]	?	-5%[172 µM]	-3%[87.6 µM]
